Source: PubChem
M17LAP inhibition: P. falciparum M17LAP inhibitors, primary screen, biochemical, fluorogenic H-Leu-NHMec substrate, 1536-well (AID 1619). Leucine aminopeptidase (Plasmodium falciparum (isolate 3D7)). recombinant M17LAP, H-Leu-NHMec fluorogenic kinetic assay; higher % means a stronger effect. inhibition, % at 30 µM; hits with a dose series show IC50 in µM. 0.38% of 220,000 active;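 active = compound inhibiting the enzyme by more than half at any dose during confirmatory dose-response retesting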;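 also: plate controls were full reaction with DMSO carrier for no effect and no enzyme background for full effect; strong numbers were not always called active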
Yfh1-off respiration: enhancers of respiration in Yfh1-depleted yeast, dose response, Friedreich's ataxia, plus single-dose screen (AID 1465); 0.074% of 220,000 active; fold induction at 50 µM; hits with a dose series show EC50 in µM; S. cerevisiae Yfh1-off respiration, WST-1 reduction, 72 h; higher fold induction means a stronger effect;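 active = fold induction of absorbance versus untreated yeast above a set limit, then at least 30% activation at any dose in follow-up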;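 also: activators that raise dye reduction in frataxin-depleted yeast; strong numbers were not always called active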
M1AAP inhibition: P. falciparum M1AAP inhibitors, biochemical, fluorogenic H-Leu-NHMec substrate, 1536-well (AID 1445) | inhibition, % at 30 µM; hits with a dose series show IC50 in µM | recombinant M1AAP, H-Leu-NHMec fluorogenic kinetic assay; higher % means a stronger effect | 0.42% of 220,000 active;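 active = primary inhibition above the hit cutoff, then over 50% inhibition at one or more dose response concentrations, cut at about 23% in these data, passing the limit was not always enough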;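 also: plate controls were DMSO full reaction for no effect and no enzyme background for full effect; strong numbers were not always called active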
Dynein cargo inh: inhibitors of GR-EGFP nuclear translocation, primary screen, dynein cargo transport inhibitor project, imaging, high-content, 3617.4 mouse cells | z-score, hits read low | AID 1381, 2008 | 0.47% of 220,000 active | test concentration mostly 20 µM; stimulated with dexamethasone, 1 µM; hits give low values;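 active = plate z-score of nuclear minus cytoplasmic receptor signal below a set negative limit, without overly bright fluorescence or cell loss, cut at about -3.5 in these data, passing the limit was not always enough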;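 also: z-score of nuclear minus cytoplasmic ring GR-EGFP intensity difference per well; some compounds called inactive have numbers as strong as hits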
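Buffer or medium: tetracycline-free induction medium containing charcoal-stripped FBS / Reagent: dexamethasone agonist, 1.0 µM final, for 30 min / Technique: automated 10x imaging of fixed Hoechst-stained cells / Times: induction 48 h, compound 1 h, agonist 30 min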
WT yeast gro inh: growth inhibition of WT strain, primary screen, mitochondrial fusion inhibitor project, WT and mutant strains, chemical genetic; AID 1362, 2008; inhibition, % at 10 µM; mitochondrial fusion phenotypic screen; 2.1% of 190,000 active; in the data active = inhibition above about 58%; tested in S. cerevisiae
T cell HTS: modulators of CD8 T cell-vesicle binding, primary screen, mouse 2C CD8+ T cells, flow cytometry; calls only at 7 µM; 0.068% of 330,000 active; 2C CD8+ T cell-vesicle binding; hits give low values; AID 2052, 2009;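 active = response, share of CD8 T cells binding vesicles, and their 90th percentile fluorescence all below set limits, cut at about 80% in these data, passing the limit was not always enough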
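Also added: QL9-peptide-loaded Drosophila micro-vesicles bearing Ld, ICAM-1 and B7-1; Test system: purified 2C TCR transgenic mouse naive CD8+ T cells; Measured by: cytometric PE anti-B7-1 and Alexa647 anti-CD8 signals after 1% paraformaldehyde fixation; Timing: binding step 1.5 h, 37 °C, antibody labelling 20 min, ice.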
MT stabilize HCS: microtubule stabilizers in HeLa cells, primary screen, imaging, high-content imaging | HeLa tubulin immunostaining HCS, 24 h; share of cells brighter than vehicle mean+2SD | % tubulin-high responders, % at 10 µM | 0.83% of 200,000 active;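 active = plate Z-score above 3 for both tubulin-high and condensed-nucleus cell shares, with cell loss under 80%, at 10 µM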;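 also: anti alpha tubulin signal scored within the nucleus-defined area of each cell; some results filed as inactive read as strong as hits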
bCat nuc transl: modulators of beta-catenin nuclear translocation, primary screen, imaging, HeLa cells, immunofluorescence, high-content; nuclear translocation activity, % at 5 µM; 0.3% of 190,000 active;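 active = nuclear translocation activity above 50% at 5 µM, with a well cell count of 50 or more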;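 also: per-cell ratio of nuclear to cytoplasmic median beta-catenin stain intensity; plate controls were DMSO negative control for no effect and GSK-3 inhibitor IX positive control for full effect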
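assay system = human HeLa cells, endogenous beta-catenin | times = compound treatment 24 h, 37°C, 5% CO2 | detection = Anti-beta-catenin immunofluorescence on PFA-fixed, Triton-permeabilized cells, DAPI nuclei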
Autophagy mod: autophagy modulators in MEF cells, primary screen, imaging, high-content, MEF GFP-LC3. MEF GFP-LC3 puncta imaging; test concentration mostly 10 µM. calls only at 10 µM (by protocol). 0.98% of 190,000 active. AID 463193, 2010;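 active = percentage of spot-positive cells more than 3 SD above its plate mean, without a fluorescence outlier flag or 80% toxicity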;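 also: spot-positive cell cutoff set from DMSO-treated cells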
WT yeast gro inh mutant strain: further read-out of WT yeast gro inh, marked with its call; inhibition, %; mitochondrial fusion phenotypic screen, mutant strain inhibition
Dynein cargo inh cytoplasmic EGFP: further read-out of Dynein cargo inh, marked with its call; z-score; measured here: cytoplasmic GR-EGFP intensity; hits give high values
Dynein cargo inh nuclear GR-EGFP: recorded beside Dynein cargo inh, whose call it bears; z-score; measured here: nuclear GR-EGFP intensity;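 lower value marks the stronger effect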
Dynein cargo inh cell count: recorded beside Dynein cargo inh, whose call it bears; z-score; measured here: cell count per field
bCat nuc transl cell count 5 µM: recorded beside bCat nuc transl, whose call it bears; cell count; measured here: cell count, cytotoxicity flag
T cell HTS vesicle-bound %: recorded beside T cell HTS, whose call it bears; double positive events, %; measured here: CD8+ vesicle-bound cell fraction;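 binding gate set so that unloaded-vesicle control wells show 10% double positive cells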
MT stabilize HCS Hoechst-high %: also measured in MT stabilize HCS; calls as there; % Hoechst-high responders; measured here: nuclear condensation Hoechst responders;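 share of cells brighter than vehicle mean plus two SD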
MT stabilize HCS cytotoxicity %: also measured in MT stabilize HCS; calls as there; toxicity, %; measured here: cytotoxicity by cell density;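 0% = mean cell density of plate MIN control wells and 100% = no cells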
Autophagy mod cell loss 18 h: further read-out of Autophagy mod, marked with its call; toxicity, %; measured here: cell loss, nuclei count;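 cell loss after 18 h compound exposure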
* = called active by the depositor; i = inactive; nt = no result given.

SMILES	M17LAP inhibition	Yfh1-off respiration	M1AAP inhibition	Dynein cargo inh	Dynein cargo inh cytoplasmic EGFP	Dynein cargo inh nuclear GR-EGFP	Dynein cargo inh cell count	WT yeast gro inh	WT yeast gro inh mutant strain	T cell HTS	T cell HTS vesicle-bound %	MT stabilize HCS	MT stabilize HCS Hoechst-high %	MT stabilize HCS cytotoxicity %	bCat nuc transl	bCat nuc transl cell count 5 µM	Autophagy mod	Autophagy mod cell loss 18 h
COC(=O)c1[nH]c(C)c(/C(O)=C2\C(=O)C(=O)N(CCN(C)C)C2c2ccco2)c1C (stereo unspecified)	15%	i	5%	1.7	-0.088	1.2	-0.21	15	-3	nt	nt	2.8	1.2	3.4	-2.6	477	i	19
CC(C)(C)C1=C[C@@H](CO)C[C@@H](CO)C1	0%	i	-1%	-0.7	-0.3	-0.22	1	2	5	i	38	2.6	5.5	7.8	nt	nt	i	16
Cc1cc2cc(CNC(=O)Nc3ccccc3)ccc2[nH]1	1%	i	3%	-0.081	-0.24	-0.11	0.43	-54	-1	i	44	3.6	2.1	4.6	1.4	1091	i	-7
CCCCn1c(CCC(=O)O)nc2cc(S(=O)(=O)N(C)C)ccc21	-3%	i	2%	-0.42	-0.04	0.3	-0.21	-2	3	i	23	3.8	2.1	8.1	-3.8	1099	i	0
Cc1cc(C(=O)OCC(=O)Nc2cccc(S(=O)(=O)N(C)C)c2)c(C)o1	5%	i	0%	-0.19	-0.14	0.027	0.33	nt	nt	i	39	nt	nt	nt	0.2	1300	nt	nt
CCOc1ccc(OCC)c(NC(=O)c2ccc(CNc3c(N4CCOCC4)c(=O)c3=O)cc2)c1	19%	i	-3%	-0.35	-0.22	0.031	0.68	-12	-3	i	11	5.9	3.5	7.2	0.1	1104	i	14
O=C(c1ccco1)N1CCN(S(=O)(=O)c2ccc(Cl)s2)CC1	-20%	i	-1%	-0.63	-0.17	-0.94	-0.061	1	17	nt	nt	2.8	1.4	6.0	-0.7	1385	i	-4
C/C(=N\NC(=O)C(=O)Nc1ccc(C)cc1)c1ccncc1	1%	i	6%	-0.3	-0.012	-0.35	0.61	-9	-25	i	38	2.3	4.4	2.1	-2.0	948	i	-7
COc1ccc(NC(=O)C(C)Sc2ccccc2)cc1 (stereo unspecified)	7%	i	16%	0.83	0.18	0.17	-0.058	6	16	i	36	1.7	1.6	6.5	nt	nt	i	8
Cc1nc(C)c(Oc2cccc(C(F)(F)F)c2)c(=O)[nH]1	-9%	i	-6%	-0.74	-0.24	-0.4	0.84	nt	nt	i	34	nt	nt	nt	-1.6	1118	nt	nt
CC1=C(C(N)=O)S(=O)(=O)c2ccccc21	1%	i	-4%	-0.14	-0.21	0.47	-1.4	nt	nt	i	46	nt	nt	nt	-0.1	1415	nt	nt
O=C(NNC(=S)Nc1ccccc1)c1ccccc1[N+](=O)[O-]	-6%	i	-9%	-0.66	-0.25	-0.24	0.82	-6	-2	i	50	3.2	2.6	1.4	-0.5	1624	i	3
CCC(CC(C)(C)O)C(=O)NNC(=S)Nc1ccccc1 (stereo unspecified)	nt	i	nt	-0.27	-0.34	0.065	1.4	-13	-8	i	0	3.7	1.2	11	-1.1	904	i	9
CC(C)Oc1ccc(C2c3c(oc4ccccc4c3=O)C(=O)N2CCCN2CCOCC2)cc1 (stereo unspecified)	6%	i	7%	-0.52	0.058	0.096	0.054	0	9	i	14	5.6	1.6	11	-0.4	1108	i	14
CNCCCOc1ccc(C)cc1Br	2%	i	0%	0.19	-0.14	-0.13	0.13	14	18	i	36	0.8	1.2	7.2	3.3	929	i	2
CC(C)CC(c1nnnn1Cc1ccc(F)cc1)N1CCC(C(N)=O)CC1 (stereo unspecified)	25%	i	11%	0.084	0.052	-0.27	1.5	-9	-11	i	35	3.3	2.7	15	-3.4	1156	i	13
O=C(O)/C=C/c1ccc(S(=O)(=O)Nc2ccc(OCc3ccccc3)cc2)cc1	6%	i	9%	-0.27	-0.15	0.64	-0.36	nt	nt	i	40	nt	nt	nt	-0.2	1334	nt	nt
CCCC[n+]1ccn(C2=C([O-])c3ccccc3C(=O)/C2=N\S(=O)(=O)c2ccccc2)c1	0%	i	10%	-0.044	-0.24	-0.69	0.47	-23	-25	i	52	2.0	0.5	1.4	-2.4	1449	i	2
CC(=O)c1cccc(-n2nnnc2SCC(=O)NNC(=O)C(C)C)c1	9%	i	2%	0.42	-0.11	0.56	0.07	-3	-2	i	42	4.3	0.7	8.1	-2.5	1026	i	9
COc1ccc(-c2cnnc(N/N=C/c3ccc(O)c(OC)c3)n2)cc1	8%	i	3%	-0.035	-0.17	0.44	0.017	20	-10	i	47	3.7	4.1	8.0	12	901	i	8
CCOc1ccc2c(c1)cc(CN(C(=O)CC)C1CCCCC1)c1nnnn12	2%	i	14%	-0.71	-0.33	0.24	0.78	5	23	i	51	2.3	1.5	5.2	-3.4	1147	i	14
COc1ccc(N(C(=O)c2ccco2)S(=O)(=O)c2ccccc2)cc1	-18%	i	3%	1.2	-0.18	0.78	-0.35	27	17	i	1	1.3	1.0	5.8	nt	nt	i	25
Cc1ccc(/C=C/c2nc3ccccc3s2)s1	-7%	i	10%	0.1	0.12	0.26	0.42	39	41	i	26	2.6	1.4	2.9	-1.4	1181	i	-5
CC(C)NC(=S)NN(c1ccccc1)c1ccccc1	-3%	i	2%	-0.43	-0.28	0.11	0.43	41	26	i	40	1.4	0.8	4.5	-2.2	1204	i	-3
CCOC(=O)Cn1nnnc1CN(Cc1ccc(OC)cc1)Cc1cc2cc(C)cc(C)c2[nH]c1=O	25%	i	-6%	0.18	-0.24	0.29	0.2	-1	-1	i	18	2.2	1.4	15	-1.0	1166	i	0

Continued:
SMILES	M17LAP inhibition	Yfh1-off respiration	M1AAP inhibition	Dynein cargo inh	Dynein cargo inh cytoplasmic EGFP	Dynein cargo inh nuclear GR-EGFP	Dynein cargo inh cell count	WT yeast gro inh	WT yeast gro inh mutant strain	T cell HTS	T cell HTS vesicle-bound %	MT stabilize HCS	MT stabilize HCS Hoechst-high %	MT stabilize HCS cytotoxicity %	bCat nuc transl	bCat nuc transl cell count 5 µM	Autophagy mod	Autophagy mod cell loss 18 h
Cc1[nH]c2ccccc2c1C(=O)COC(=O)c1c(-c2ccccc2)noc1C	-7%	i	-4%	-0.58	-0.28	-0.75	0.4	13	-8	i	49	2.2	4.0	5.9	1.2	810	i	-3
CCCCN(CC)C(=O)CSc1nc2n[nH]c(C)c2c(=N)n1-c1cccc(C)c1	1%	i	5%	0.3	-0.24	-0.19	0.94	-8	-6	i	51	3.1	1.3	3.8	-2.7	1080	i	-2
COc1ccc(C(=O)N=c2sccn2C)cc1	34%	i	-1%	1.1	-0.16	0.57	0.022	31	-2	i	18	3.1	3.0	3.1	-0.4	1113	i	20
CC(=O)NC1C(=O)N=C(SCC(=O)Nc2cccc(Cl)c2)NC1=O (stereo unspecified)	34%	i	6%	0.15	-0.21	0.14	0.4	-8	-1	i	29	2.7	1.9	6.4	0.4	1050	i	-6
CN(Cc1nc2ccccc2c(=O)[nH]1)CC(O)COCc1ccco1 (stereo unspecified)	-1%	i	2%	0.09	-0.19	0.39	-0.42	4	1	i	48	6.5	2.5	8.8	-4.2	1132	i	16
Cc1ccc(C(NC(=O)N2CCCCC2)=C(Cl)Cl)cc1F	-12%	i	2%	-0.24	-0.072	-0.18	-0.36	-2	-5	i	59	3.3	4.9	7.4	3.9	1126	i	-13
Cc1nc2ccccc2c(=O)n1Cc1ccco1	-2%	i	-2%	-0.44	-0.23	-0.61	0.03	nt	nt	i	22	nt	nt	nt	-5.2	1200	nt	nt
CCCCC(=O)Nc1nc(C)c(-c2csc(Nc3ccc(Cl)cc3)n2)s1	12%	i	6%	-0.37	0.85	-0.55	1.7	14	6	i	14	3.0	1.3	11	2.5	1432	i	-3
CN(C)C(=O)CC12CC3CC(C1)CC(CC(=O)N(C)C)(C3)C2	3%	i	2%	-0.3	-0.29	-0.058	0.41	1	2	i	59	2.4	1.5	9.7	-2.4	1041	i	8
CC1CCCCN1C(=O)COC(=O)c1n[nH]c2ccccc12 (stereo unspecified)	14%	i	9%	-0.79	-0.44	-0.59	0.52	-1	9	i	20	0.6	1.2	14	nt	nt	i	5
CCOC(=O)c1c(NC(C)=O)sc2c1CCCNC2=O	15%	i	3%	-0.27	-0.2	0.036	0.22	nt	nt	i	38	1.8	2.1	12	0.0	1177	i	29
COCCCNc1ncnc2c1[nH]c1ccccc12	3%	nt	-3%	-0.87	-0.18	0.022	0.65	2	13	nt	nt	1.8	1.4	4.6	-2.7	937	i	-22

Random draw from the library, and some 4.4% of all compounds hit somewhere here.
